# Compound activity deposited in PubChem BioAssay by National Center for Advancing Translational Sciences (NCATS).
# EPAC2 ag: agonists of human EPAC2 (RAPGEF4) | 0.079% of 360,000 active | EPAC2 activation, biochemical qHTS; response scale: 100% = 6.5 mM cAMP response | Q8WZA2 | AID 720711 | Potency, µM (doses to about 154 µM), for inactives: top-dose activation, hits mostly activators; further: potency means the concentration at half of the fitted maximal effect; nearly all actives have a fitted effect of over 50% in size
# Target sequence (Q8WZA2 whole entry, looked up): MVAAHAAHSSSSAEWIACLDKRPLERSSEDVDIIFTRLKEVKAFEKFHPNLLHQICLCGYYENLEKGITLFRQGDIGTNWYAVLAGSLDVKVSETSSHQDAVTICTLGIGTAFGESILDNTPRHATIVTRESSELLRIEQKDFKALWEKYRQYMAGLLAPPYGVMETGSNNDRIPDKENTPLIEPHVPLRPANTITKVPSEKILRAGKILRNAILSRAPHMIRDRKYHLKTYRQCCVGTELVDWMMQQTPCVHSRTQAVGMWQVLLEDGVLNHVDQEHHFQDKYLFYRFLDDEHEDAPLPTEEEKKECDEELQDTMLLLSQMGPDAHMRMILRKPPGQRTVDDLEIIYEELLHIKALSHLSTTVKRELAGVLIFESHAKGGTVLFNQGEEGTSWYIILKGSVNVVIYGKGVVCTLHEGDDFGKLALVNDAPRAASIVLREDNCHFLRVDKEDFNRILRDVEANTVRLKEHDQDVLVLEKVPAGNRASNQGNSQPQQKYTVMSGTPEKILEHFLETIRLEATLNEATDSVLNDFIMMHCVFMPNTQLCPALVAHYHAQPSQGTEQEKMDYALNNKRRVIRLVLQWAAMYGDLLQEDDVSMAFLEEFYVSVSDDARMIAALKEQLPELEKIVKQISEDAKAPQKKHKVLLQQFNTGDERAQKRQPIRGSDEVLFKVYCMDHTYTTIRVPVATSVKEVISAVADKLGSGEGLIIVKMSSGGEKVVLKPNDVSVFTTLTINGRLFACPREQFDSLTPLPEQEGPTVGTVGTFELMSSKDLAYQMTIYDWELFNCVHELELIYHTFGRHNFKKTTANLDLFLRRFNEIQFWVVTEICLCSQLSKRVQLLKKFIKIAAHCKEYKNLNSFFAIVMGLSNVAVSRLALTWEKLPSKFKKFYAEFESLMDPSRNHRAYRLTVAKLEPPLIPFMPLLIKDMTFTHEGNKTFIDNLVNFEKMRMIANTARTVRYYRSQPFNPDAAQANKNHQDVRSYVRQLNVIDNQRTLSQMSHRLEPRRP
#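 Setup: EPAC2 100 nM, labeled Rap1B complex 250 nM, free GDP 50 uM. Compound titrations pinned in, brief spin, 5 min room temperature incubation. Kinetic fluorescence read over 30 min, normalized to 6.5 mM cAMP.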
# Nrf2 ARE act: activators of Nrf2 (ARE) signaling | AREc32 ARE-luciferase reporter (MCF7-derived line), luminescence, 24 h | Potency, µM (series often up to 46.1 µM), inactives show top-dose activation, usual class: activators | 0.31% of 410,000 active | AID 624171; further: potency means the concentration at half of the fitted maximal effect; % of control where 0% means no effect; nearly all actives have a fitted effect of over 65% in size
#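 Luciferase luminescence (Steady-Glo, 30 min at room temperature) served as the read-out of ARE activation in AREc32 cells treated with compounds for 24 hr at 37 deg C.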
# A549 viability: kills or reduces viability of A549 cells in Nrf2 counter-screen. A549 ARE-Fluc cells, CellTiter-Fluor viability, 18-24 h. Potency, µM (doses to about 46 µM), without a hit: at the top dose activity change, negative = cytotoxicity, most hits filed as inhibitors. 0.16% of 390,000 active; further: potency means the concentration at half of the fitted maximal effect; on the % scale 0 is the no-effect control and ±100 the full control effect
#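 Cytotoxicity counterscreen: CellTiter-Fluor fluorescence was measured in A549 ARE_Fluc cells after 18-24 h of compound exposure in a concentration series. The subsequent BugLite luminescent read reports ARE-luciferase activity.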
# TGFb inhibitor: blocks TGF-b signaling | HepG2 CAGA-GFP TGF-b/SMAD3 reporter, GFP fluorescence, 18 h; TGF-beta stimulated, 500 pg/mL final | Potency, µM (doses to about 46.1 µM), without a hit: at the top dose activity, negative = inhibition, usual class: inhibitors | 1.2% of 410,000 active | AID 588855; further: potency means the concentration at half of the fitted maximal effect; on the % scale 0 is the no-effect control and ±100 the full control effect; nearly all actives have a fitted effect of over 65% in size
#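 Smad-responsive CAGA-GFP expression was quantified in HEPG2 cells exposed to compounds and 500 pg/mL final TGF-beta for 18 h at 37 degrees C; unstimulated wells defined full inhibition.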
# MmCpn inh: blocks the Methanococcus maripaludis chaperonin Mm-Cpn; purified Mm-Cpn ATPase, ADP Transcreener TR-FRET; Potency, µM (top dose mostly 76.9 µM), for the others: top-dose activity, negative = inhibition, actives largely listed as inhibitors; 0.031% of 330,000 active; AID 504842; further: potency means the concentration at half of the fitted maximal effect; on the % scale 0 is the no-effect control and ±100 the full control effect; nearly all actives have a fitted effect of over 80% in size
#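 Purified archaeal chaperonin (25 nM final) was preincubated with compound for 10 min at 37°C, then ATP (10 uM final) was added for 30 min at 37°C in Tris pH 7.4/KCl/MgCl2/DTT buffer. ADP was quantified by HTRF Transcreener TR-FRET.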
# Nrf2 block: blocks Nrf2 signaling; AID 504444; 2.1% of 360,000 active; A549 ARE-Fluc reporter, luciferase luminescence, 18-24 h; Potency, µM (doses to about 46 µM), without a hit: at the top dose activity change, negative = inhibition, most hits filed as inhibitors; further: potency means the concentration at half of the fitted maximal effect; on the % scale 0 is the no-effect control and ±100 the full control effect; nearly all actives have a fitted effect of over 60% in size
#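 Quantitative HTS in A549 cells stably bearing an antioxidant response element-firefly luciferase construct. Inhibition of Nrf2-driven transcription was scored by luminescence after 18-24 h of compound exposure at 37 °C.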
# CCT modulator: modulators of cytosolic chaperonin (CCT/TRiC) activity. purified chaperonin ATPase assay, HTRF ADP detection, 30 min. 0.3% of 360,000 active. activity change, % (no concentration beside the values), hits read low; in the data active means activity change below about -30%; further: on the % scale 0 is the no-effect control and ±100 the full control effect
#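 Enzyme 40 or 20 nM (batch-dependent) in Tris pH 7.4/KCl/MgCl2/DTT; cpd 76 uM single point; ATP 10 uM; 30 min 37 °C; Transcreener ADP HTRF detection, 30 min RT; ratio 665/615.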
# EPAC2 antagonist: EPAC2 (human) antagonism; Potency, µM (highest dose often 114 µM), inactives show top-dose activity, negative = inhibition, most hits filed as inhibitors; 0.18% of 360,000 active; EPAC2 GEF exchange of Rap1B-BODIPY-GDP, fluorescence; further: potency means the concentration at half of the fitted maximal effect; on the % scale 0 is the no-effect control and ±100 the full control effect; nearly all actives have a fitted effect of over 45% in size; many of its hits are not listed in these tables
# Akt phos inh: blocks phosphorylation of Akt; 0.32% of 360,000 active; Neuro2A IGF-stimulated pAkt S473 HTRF, 20 min; hits give low values; AID 651550; activity change, % for hits at 50 µM; in the data active means activity change below about -80%; inconclusive means mostly about -51% to -80%; further: on the % scale 0 is the no-effect control and ±100 the full control effect
#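 Neuro2A cells (4,500/well, DMEM with 0.5% FBS) were treated with compound at a single 50 µM final concentration, stimulated with 6 nM IGF for 20 min at 37 °C, and lysed. Phospho-Akt Ser473 was read by HTRF as 665/615 ratio ×10^4.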
# Starred values were filed as active, the others as inactive; i = inactive; ? = inconclusive; / = no result given; [ ] = dose if it differs, or a comment. Unless noted, the call rests on the fitted dose curve; in most records, active means well fitted curve in the direction sought with a large enough effect; inconclusive means small, poorly fitted or top-dose-only effect, or another doubt; inactive means no such curve, though single readings can be large; an effect the other way counts as inactive or inconclusive. An excerpt. The share of hits here may be higher or lower than overall.
# Values run as follows: EPAC2 ag, Nrf2 ARE act, A549 viability, TGFb inhibitor, MmCpn inh, Nrf2 block, CCT modulator, EPAC2 antagonist, Akt phos inh
COc1ccc(C2c3c(n(C)c4ccccc34)C(=O)N2CC(=O)Nc2cc(Cl)ccc2C)cc1 (stereo not given)
  /, 0.0%, -1%, 0%, /, -25%, /, /, /
COc1ccccc1N1CCN(C(=O)C2CCN(C(=O)c3ccccc3Cl)CC2)CC1
  6%, 0.0%, -3%, -20%, -6%, -25%, 0.8, -9%, i
CCC1(CC)N([O-])C(C)=C(c2ccccc2)[N+]1=O
  12%, -0.7%, 5%, ?, 0%, /, -5.2, 12%, i
Cc1ccc(-c2nnc(-c3cc(C)on3)o2)cc1
  7%, 0.6%, -1%, -2%, -10%, 15%, -1.3, -4%, i
CC1(C)CC(=O)N(c2ccc(Cl)c(Cl)c2)C(=O)C1
  0%, -0.3%, -12%, 5%, 0%, 6%, 0.2, 10%, i
Cc1cc(C)cc(OCC(=O)N(Cc2ccco2)c2c(N)n(Cc3ccccc3)c(=O)[nH]c2=O)c1
  6%, -0.7%, -2%, 5%, 1%, 8%, 1.7, -6%, i
NC(=O)c1c(NC(NC(=O)c2ccco2)C(=O)c2ccc(Cl)cc2)sc2c1CCCC2 (stereo not given)
  12%, 15%, ?, 16µM*, -1%, ?, 1.4, -7%, i
COc1ccc(C)cc1NC(=O)CN1CCN(c2ccccc2F)CC1
  13%, -0.3%, 15%, 11%, -2%, /, 0.0, -11%, i
O=C1c2oc3ccccc3c(=O)c2C(c2cccnc2)N1Cc1ccco1 (stereo not given)
  -8%, 2.1%, 4%, -22%, 0%, ?, 0.8, 12%, i
COc1cc(-c2nc3ccccn3c2/N=C/c2cc(OC)c(OC)c(OC)c2)ccc1O
  -10%, 10%, 0%, 0%, /, -3%, -0.6, -9%, i
O=C(Oc1ccc2ccccc2c1Br)N1CCCCCC1
  27%, -0.9%, -10%, ?, -6%, ?, -0.8, 15%[57.1 µM], i
COc1ccccc1NC(=O)OCC#CCOC(=O)Nc1ccccc1OC
  11%, -0.6%, 7%, 21%, 1%, -13%, 1.5, 1%, i
COc1ccc(-n2nc(N)c(C(N)=O)n2)cc1
  2%, 3.4%, 0%, 13%, -4%, 7%, 2.7, ?, i
Cc1ccc(C(=O)COC(=O)C2CC(=O)N(c3nc(-c4ccccc4)cs3)C2)cc1 (stereo not given)
  2%, -1.0%, -8%, -19%, -4%, 1%, -1.9, -4%, i
CCOC(=O)N1CCN(C(=O)CCc2ccc(S(=O)(=O)NC(C)(C)C)cc2)CC1
  14%, -1.2%, -4%, -10%, -8%, -2%, -1.4, 5%, i
O=C(NCC(c1cccnc1)N1CCOCC1)c1ccco1 (stereo not given)
  4%, -0.2%, 0%, -7%, /, 8%, 2.8, 9%, i
COc1cccc(C(C(=O)NCC2CCCO2)N(CC2CCCO2)C(=O)CN2C(=O)c3ccccc3S2(=O)=O)c1 (stereo not given)
  0%, -0.1%, -14%, 7%, -2%, 5%, 0.3, 0%, i
O=C(Cn1cnc2c(nnn2-c2ccc(F)cc2)c1=O)N1CCCc2ccccc21
  11%, -0.9%, -2%, 12%, -26%, 8%, 1.6, 5%, i
Cc1cccc(NC(=S)N2CCCCC2c2cccnc2)c1C (stereo not given)
  0%, -0.5%, -1%, -28%, 0%, 10%, 1.9, 3%, i
CC(=O)Nc1ccc(C(=O)OCC(=O)NC2CCCCCCC2)cc1
  -6%, -0.1%, -1%, -1%, 1%, -11%, -0.2, -11%, i

# Next entries follow.
structure | EPAC2 ag | Nrf2 ARE act | A549 viability | TGFb inhibitor | MmCpn inh | Nrf2 block | CCT modulator | EPAC2 antagonist | Akt phos inh
CN(C)c1ccc(C(=O)Nc2cc(C(F)(F)F)ccc2-n2cncn2)cc1 | -1% | 0.2% | 0% | -3% | -1% | 5% | -0.9 | -1% | i
O=[N+]([O-])c1cccc(-c2nc3ccccc3s/c2=N/O)c1 | 19% | 3.2% | 6% | -2% | -2% | ? | -0.8 | -12% | i
Cc1ccc(NS(=O)(=O)c2c(C(=O)N3CCCCCC3)c(C)n(C)c2C)c(C)c1 | 9% | -0.6% | -2% | -3% | -8% | 1% | -0.1 | 2% | i
O=C(O)COn1c(-c2ccccc2)nc2ccc(Cl)cc21 | 10% | -0.6% | -2% | -14% | 1% | -20% | -4.6 | -4% | i
NC(=O)c1ccc(C(F)(F)F)n(Cc2ccc(F)c(F)c2)c1=O | -28% | 2.4% | 0% | -24% | -1% | -21% | 1.8 | ? | i
CC(=O)c1cccc(NC(=O)C(C)n2c(=O)cc(-c3ccccc3)c3c(C)nn(C)c32)c1 (stereo not given) | / | 0.4% | -14% | 1% | / | ? | / | / | /
CCOc1ccc(-c2csc(NC(=O)C3CCCO3)n2)cc1 (stereo not given) | 3% | 2.2% | -3% | 3% | -2% | -19% | -2.7 | -2% | i
CCn1cc2nc(SCC(=O)Nc3cc(OC)ccc3OC)n(Cc3ccc(Cl)cc3)c(=O)c2n1 | / | -0.1% | -17% | ? | / | ? | / | / | /
O=C(CSc1nc2ccccc2s1)Nc1ccc(C(=O)O)cc1 | 6% | 0.3% | 16% | -11% | -2% | -27% | -0.6 | 17% | i
CCCC(=O)Nc1cccc(NC(=O)CN2CCN(c3ccccc3OC)CC2)c1 | 3% | 0.3% | -9% | -25% | -1% | ? | -1.0 | 16% | i
Cc1cc(Cl)ccc1OCC(=O)Nc1nc(-c2cccnc2)cs1 | -1% | -0.9% | 0% | -18% | -3% | 0% | -1.1 | 11% | i
COc1cccc(C(C(=O)NCC2CCCO2)N(C(=O)Cn2nnc3ccccc32)c2ccccc2C(C)=O)c1OC (stereo not given) | 11% | 0.2% | 0% | 13% | 2% | ? | 0.6 | 2% | i
COc1ccc(CNC(=S)N2CCN(S(=O)(=O)c3cccc(F)c3)CC2)cc1 | 10% | -0.4% | 18% | -16% | 3% | -6% | -0.3 | 7% | i
Cc1ccc(NC(=O)COC(=O)C2CC3C=CC2C3)cc1S(=O)(=O)N1CCCCC1 (stereo not given) | 1% | 3.8% | 1% | 12% | 3% | ? | 0.7 | -4% | i
Cc1ccc2nc(SCC(=O)c3c(C)[nH]c4ccccc34)[nH]c2c1 | 5% | 5.8% | 1% | -9% | -1% | -23% | 0.7 | -15% | i
CCC(CO)NC1=CC(=O)CCC1 (stereo not given) | -4% | 2.0% | 0% | 5% | -2% | -1% | -0.8 | -5% | i
COc1ccc(C(=O)Nc2cc(C)on2)cc1 | 13% | -1.1% | / | 0% | -22% | ? | -3.5 | -10% | i
O=C1CN(C(=O)COc2ccc(Cl)cc2)C(c2ccc(F)cc2)c2cc(Br)ccc2N1 (stereo not given) | / | 0.8% | ? | -23% | / | 8%[9.27 µM] | / | / | /
Cc1nn2c(NCCCN3CCOCC3)c3c(nc2c1-c1ccccc1)CCC3 | -8% | 0.9% | -3% | 0% | -7% | -18% | -2.9 | -2% | i
Brc1ccccc1OCCOc1cccc2cccnc12 | -4% | 0.7% | 12% | -26% | -4% | 12% | -2.3 | 3% | i
COCCn1c(C)cc(/C=C2/NC(=O)N(c3cccc(Cl)c3)C2=O)c1C | -5% | 4.6% | -1% | -20% | -3% | ? | -0.5 | 5% | i
CC1CCCC(NC(=O)C2CCN(S(=O)(=O)c3cnc[nH]3)CC2)C1C (stereo not given) | 2% | 0.3% | -2% | 7% | 0% | 0% | -0.2 | 3% | i
O=C(Nc1cccc(F)c1)N1CCN(C/C=C/c2ccccc2)CC1 | -2% | 0.5% | -10% | ? | 0% | -1% | -1.6 | -1% | i
COc1ccc(Oc2cc(C)nc(Cl)n2)nn1 | 8% | 4.7% | 3% | 0% | 3% | 1% | -2.5 | 7% | i
CCc1ccc(NS(=O)(=O)c2ccc3[nH]cc(C(=O)NCCc4ccccc4)c(=O)c3c2)cc1 | / | 1.1% | -2% | 2% | / | ? | / | / | /
COc1cc2c(cc1O)CCN(C(=O)CSc1nncn1C)[C@@H]2C | 2% | -1.0% | 0% | -1% | -1% | ? | 1.0 | -7% | i
Cc1ccccc1NC(=O)NC1(C(=O)N2CCC(C(N)=O)CC2)CCCCC1 | 3% | 0.1% | -10% | 18% | 2% | -2% | 0.2 | 3% | i
O=C(CCS(=O)(=O)c1cccc2nsnc12)N1CC(=O)N(CCc2ccccc2)C(=O)C1 | 7% | 0.5% | 2% | -6% | 0% | 8% | -0.4 | -11% | i
